Screens deposited in PubChem by National Center for Advancing Translational Sciences (NCATS).
TRHR enhancer – qHTS for Small Molecule Agonists and Allosteric Enhancers of Human TRH Receptor: Primary Screen for Enhancers | TRHR cells, fluo-8 calcium fluorescence, EC20 TRH enhancement | enhancement, % at 2 µM | 360,000 compounds, 0.66% hits | AID 493056, 2011; in the data active = enhancement above about 30%; also: 0% is about no effect
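TRHR-expressing cells loaded with fluo-8 calcium dye were read kinetically (ex 480/em 530) during compound addition, then stimulated with an EC20 of TRH (10 nM final). Enhancement of the Gq-mediated intracellular calcium response was scored.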
D2 antag – HTS Assay for Allosteric Antagonists of the Human D2 Dopamine Receptor: Primary Screen for Antagonists; D(2) dopamine receptor (Homo sapiens), P14416; HEK293 TREx D2 cells, calcium flux, dopamine EC80; inhibition, % at 10 µM; 340,000 compounds, 2% hits; AID 485344, 2010; in the data active = inhibition above about 30%; also: 0% is about no effect
Target sequence (P14416 whole entry, looked up): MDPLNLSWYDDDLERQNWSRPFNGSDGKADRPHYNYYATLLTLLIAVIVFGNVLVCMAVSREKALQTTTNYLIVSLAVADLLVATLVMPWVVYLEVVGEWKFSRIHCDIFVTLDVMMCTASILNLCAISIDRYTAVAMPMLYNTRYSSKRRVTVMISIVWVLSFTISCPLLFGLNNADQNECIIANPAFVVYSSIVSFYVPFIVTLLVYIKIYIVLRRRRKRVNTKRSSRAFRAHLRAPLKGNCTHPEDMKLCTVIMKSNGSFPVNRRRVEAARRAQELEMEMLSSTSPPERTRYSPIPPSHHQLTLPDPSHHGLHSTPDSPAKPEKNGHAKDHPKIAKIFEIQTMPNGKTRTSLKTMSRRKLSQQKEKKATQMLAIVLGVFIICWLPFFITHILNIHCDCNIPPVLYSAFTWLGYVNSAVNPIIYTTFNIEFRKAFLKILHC
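Antagonism is scored as inhibition of an EC80 dopamine-evoked calcium signal in a force-coupled, tetracycline-inducible HEK293 T-REx D2 line, with compound present 180 s before agonist.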
RXFP1 antagonist – qHTS Assay for Antagonists of the Relaxin Receptor RXFP1 | Relaxin receptor 1 (Homo sapiens), Q9HBX9 | HEK293-RXFP1, relaxin-stimulated cAMP HTRF, 30 min; active compounds read low | activity change, negative = inhibition, % at 57.5 µM | 350,000 compounds, 0.59% hits;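 active = activity change of -60% or lower, but not beyond a set lower limit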; also: % is scaled to controls: 0 for no effect and ±100 for the full control effect
TRHR agonist – qHTS for Small Molecule Agonists and Allosteric Enhancers of Human TRH Receptor: Primary Screen for Agonists; Thyrotropin-releasing hormone receptor (Homo sapiens), P34981; TRHR cells, calcium flux fluo-8, FDSS agonist mode; activation, % at 2 µM; 360,000 compounds, 0.18% hits; AID 493084, 2011; also: 0% is about no effect
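TRHR-expressing cells, plated overnight in medium with 10% serum, were loaded with fluo-8 calcium dye at room temperature. After a 10 s baseline, library compound was pin-added and calcium release was recorded kinetically (ex 480/em 530) as agonist response.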
D2 agonist – HTS Assay for Allosteric Agonists of the Human D2 Dopamine Receptor: Primary Screen for Agonists; D(2) dopamine receptor (Homo sapiens), P14416; activation, % at 2 µM; 340,000 compounds, 0.53% hits; HEK293 T-REx D2 cells, calcium flux agonist mode; AID 485358, 2010;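 active = activation over 3 SD above normal in the single-dose calcium agonist read, cut at about 30% in these data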; also: 0% is about no effect
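Tetracycline-induced HEK293 T-REx cells with force-coupled D2 receptor, plated overnight at 30 C, loaded with no-wash calcium dye. After a 10 s baseline, compound was pin-added and calcium flux read kinetically for 180 s; calcium rises flagged agonists.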
D1 PAM – Potentiators of Human D1 Dopamine Receptor: qHTS; D(1A) dopamine receptor (Homo sapiens), P21728; HEK293 TREx D1 cells, calcium flux, dopamine EC20 potentiation; potentiation, % at 10 µM; 360,000 compounds, 0.036% hits; AID 504651, 2011; in the data active = potentiation above about 30%; also: 0% is about no effect
Target sequence (P21728 whole entry, looked up): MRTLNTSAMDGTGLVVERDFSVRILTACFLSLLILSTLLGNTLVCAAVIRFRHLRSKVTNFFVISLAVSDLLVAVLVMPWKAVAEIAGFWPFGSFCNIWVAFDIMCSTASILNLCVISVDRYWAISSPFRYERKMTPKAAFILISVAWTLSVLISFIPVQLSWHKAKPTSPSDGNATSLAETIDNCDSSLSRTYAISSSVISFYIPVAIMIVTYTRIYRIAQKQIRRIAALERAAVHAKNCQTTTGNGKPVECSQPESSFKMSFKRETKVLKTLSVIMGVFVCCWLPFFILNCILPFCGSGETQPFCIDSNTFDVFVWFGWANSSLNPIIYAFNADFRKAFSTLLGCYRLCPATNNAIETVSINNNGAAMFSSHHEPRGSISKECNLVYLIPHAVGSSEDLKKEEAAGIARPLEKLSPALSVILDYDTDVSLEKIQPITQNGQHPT
D1 ag – Allosteric Agonists of the Human D1 Dopamine Receptor: qHTS; HEK293 T-REx D1 cells, calcium flux, agonist mode; activation, % at 2 µM; 360,000 compounds, 1% hits; AID 504660, 2011; also: 0% is about no effect
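Tetracycline-induced HEK293 TREx D1 cells, force-coupled to calcium signalling, were dye-loaded with a no-wash calcium kit. Compound was pin-added after a 10 s baseline. Fluorescence was read kinetically at 1 cycle/s for 180 s, with calcium rises flagged as agonism.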
D2 potentiator – HTS Assay for Positive Allosteric Modulators of the Human D2 Dopamine Receptor: Primary Screen for Potentiators; D(2) dopamine receptor (Homo sapiens), P14416; HEK293 T-REx D2, calcium flux, EC20 dopamine potentiation; potentiation, % at 10 µM; 340,000 compounds, 0.34% hits; AID 485347, 2010;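 active = potentiation over 3 SD above the plate norm, cut at about 30% in these data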; also: 0% is about no effect
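Tetracycline-induced Hek293 Trex D2 cells, force-coupled to calcium, loaded with no-wash calcium dye. Compound added with 180 s kinetic read for agonism, then EC20 dopamine and a further 180 s read for potentiation.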
D1 antagonist – Antagonist of Human D 1 Dopamine Receptor: qHTS | D(1A) dopamine receptor (Homo sapiens), P21728 | HEK293 TREx D1 cells, calcium flux, dopamine EC80; active compounds read low | activity change, negative = inhibition, % at 10 µM | 360,000 compounds, 3.2% hits | AID 504652, 2011; in the data active = activity change below about -30%; also: % is scaled to controls: 0 for no effect and ±100 for the full control effect
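Cells carrying a force-coupled, tetracycline-inducible human D1 receptor report calcium flux. Each well gets a 10 s baseline, compound with 180 s monitoring, then an EC80 dopamine stimulus with a second 180 s kinetic read.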
* = called active by the depositor; . = no result given. Rule as the data show it, unless noted: active = activation above about 30%; inactive = the rest. A portion of the library. The share of hits here may be higher or lower than overall.

No.	Compound	TRHR enhancer	D2 antag	RXFP1 antagonist	TRHR agonist	D2 agonist
1	CC(=O)O[C@@H]1[C@H]2CC[C@@H]3[C@]1(C[C@@H](OC(C)=O)[C@@]1(O)C([C@@H]4O[C@@H]4C1(C)C)[C@]3(C)O)C[C@@]2(C)O (stereo partly specified)	3	8	.	0.5	0.9
2	COC(=O)C1=C(c2ccc(OC)c(OC)c2)C[C@@H]2CC[C@H]1N2C(=O)N1CCC(C)CC1	7	-7	.	-1.0	-0.7
3	O=C(NC1CC2CCCC(C1)N2)c1ccccc1 (stereo unspecified)	0	.	-7	0.7	.
4	O=c1[nH]c(=S)[nH]c(O)c1N=Nc1ccc(S(=O)(=O)N2CCOCC2)cc1	4	-15	-10	0.3	0.2
5	CNC(=O)OCCc1nccn1C	-3	-9	-10	0.4	0.8
6	CC1(C)C2CC=C(CN3CCOCC3)C1C2 (stereo unspecified)	3	5	-10	0.5	0.1
7	Cc1cc(OCC(=O)NC(Cc2ccc(Cl)cc2)C(=O)O)c2c3c(c(=O)oc2c1)CCC3 (stereo unspecified)	3	17	.	-0.9	-0.1
8	COc1ccc(P2(=O)Nc3ccccc3N2)cc1	13	10	-5	-0.4	0.1

No.	D1 PAM	D1 ag	D2 potentiator	D1 antagonist
1	-3	1	4	6
2	-1	-2	6	.
3	-9	3	-15	6
4	-3	3	1	-1
5	-4	3	-7	13
6	-3	3	-5	2
7	-5	0	-11	12
8	-7	0	16	-4

(cont.)
No.	Compound	TRHR enhancer	D2 antag	RXFP1 antagonist	TRHR agonist	D2 agonist
9	COc1cccc(-c2nn3c(=O)cc(CN4CCN(C(=O)COc5ccccc5C)CC4)nc3s2)c1	-1	.	.	-0.8	.
10	O=C(CSC1c2ccccc2-c2ccccc21)N/N=C/c1ccc(C(=O)O)cc1	-3	-4	-5	0.3	-0.8
11	O=C(c1cc2cc(F)ccc2[nH]1)N1CCC2(CC1)OCCO2	10	3	19	-0.3	1.2
12	CN1C(=O)C(=Cc2ccc(SC3CCCCC3)o2)C(=O)N(C)C1=O	0	4	-12	-0.5	-0.1
13	O=P(OCC(F)(F)C(F)F)(N1CCOCC1)N1CCOCC1	-3	-4	-11	2.9	-0.9
14	CC1=NCCc2c1[nH]c1cc(O)ccc21	7	3	.	-1.0	0.6
15	CC(=O)c1c(C)n(Cc2ccccc2Cl)c2ccc(O)cc12	-1	11	-15	-1.6	-0.7
16	Brc1ccccc1CNCCc1ccc2c(c1)OCO2	0	5	-14	0.7	-0.4

No.	D1 PAM	D1 ag	D2 potentiator	D1 antagonist
9	3	1	12	3
10	-4	2	1	37
11	-1	1	10	-26
12	-2	0	.	6
13	-3	19	3	12
14	8	405*	15	-2
15	-5	3	3	-17
16	-4	11	-1	13

Later entries:
No.	Compound	TRHR enhancer	D2 antag	RXFP1 antagonist	TRHR agonist	D2 agonist
17	O=C(COc1ccccc1)N1CCN(CCN2C(=O)c3cccc4cccc(c34)C2=O)CC1	1	7	-5	-1.0	-0.6
18	O=c1c2ccccc2nc(/C=C\c2ccccc2[N+](=O)[O-])n1-c1ccccc1O	-7	25	-4	0.4	0.1
19	CC1CN=C(NCc2ccccc2Cl)S1 (stereo unspecified)	18	10	4	-0.5	-2.0
20	COc1ccc(C(c2ccc(OC)cc2)C(Cl)(Cl)Cl)cc1	0	-4	-93*	1.9	0.7
21	Cc1ncc([N+](=O)[O-])n1CCOC(N)=O	1	38*	12	2.0	-0.6
22	O=[N+]([O-])c1ccccc1-c1cc(-c2ccccc2)cc(-c2ccccc2)[n+]1Cc1ccccc1Cl	-6	-2	.	-0.1	0.1
23	CCOC(=O)c1c(C)[nH]c(C(=O)C(Cc2ccccc2)N(C)C)c1C (stereo unspecified)	-3	2	-5	0.2	0.1
24	O=C(Nc1ccc(OC(F)(F)F)cc1)c1cccn(Cc2ccccc2Cl)c1=O	3	.	.	0.2	4.0

No.	D1 PAM	D1 ag	D2 potentiator	D1 antagonist
17	-2	2	-3	0
18	-7	1	-6	-19
19	-1	14	29	5
20	-2	10	13	.
21	4	4	5	7
22	-4	-2	8	-19
23	-6	10	-10	7
24	0	1	-1	-5

The list continues.
No.	Compound	TRHR enhancer	D2 antag	RXFP1 antagonist	TRHR agonist	D2 agonist
25	O=C1C2CCCN2C(c2cccs2)N1c1ccccn1 (stereo unspecified)	-7	-7	15	-1.0	-0.1
26	CCCC[N+]12CCC(CC1)C(=C(c1ccccc1)c1ccccc1)C2	-10	11	15	-0.5	0.0
27	CC1(C)C2([N+](=O)[O-])CN3CC1([N+](=O)[O-])CN(C2)C3c1ccccn1 (stereo unspecified)	-3	.	-3	0.2	.
28	CC[N+](CC)(CC)CCCOC(=O)C(O)(c1ccccc1)C1CCCCC1 (stereo unspecified)	-2	0	9	-0.4	-1.0
29	Oc1ccc(Cl)cc1CN1CCN(Cc2ccccc2)CC1	31*	32*	-21	0.7	-0.7
30	CC(C)CCn1c(=O)c(C(=O)Nc2ccccc2S(N)(=O)=O)c(O)c2ccccc21	-9	-12	-16	0.7	0.3
31	CCOc1ccc(CNCCc2ccc3c(c2)OCO3)cc1	1	-24	5	1.5	-1.2
32	COc1cccc(NP(=O)(Oc2ccccc2)Oc2ccccc2)c1	-3	-2	-5	0.6	0.8

No.	D1 PAM	D1 ag	D2 potentiator	D1 antagonist
25	1	4	0	-5
26	-2	0	0	9
27	-3	1	.	-5
28	-1	-2	4	16
29	-8	3	-24	-3
30	-4	3	15	2
31	-8	30*	-18	-8
32	2	2	1	-2

New compounds follow
No.	Compound	TRHR enhancer	D2 antag	RXFP1 antagonist	TRHR agonist	D2 agonist
33	c1ccc(C2CC3CC4(CCCC4)N2O3)cc1 (stereo unspecified)	0	4	-9	0.0	0.1
34	O=c1[nH]c(=S)[nH]c(O)c1CN1CCCCC1	3	-11	.	1.8	0.8
35	COCCNC(=O)Cn1cc(C=C2C(=O)NC(=O)NC2=O)c2ccccc21	-6	9	-4	0.4	0.6
36	Fc1ccc(CNCCc2ccc3c(c2)OCO3)cc1	3	-14	7	-0.6	0.1
37	O=C(CN1CCN(Cc2cccc(Cl)c2)C1=O)N1CCC2(CC1)OCCO2	2	2	0	-0.2	-0.6
38	CCC(C)N1C(=O)NC(=O)C2(Cc3cc(C)ccc3N(C)C2)C1=O (stereo unspecified)	-3	-18	-13	0.2	0.0
39	Cc1ccccc1N1CCN(Cc2ccc3c(c2)OCO3)CC1	6	83*	-31	-0.5	26
40	CN1CCN(CCC(C#N)(c2ccccc2)c2ccccc2)CC1	-3	0	-1	0.3	-0.1

No.	D1 PAM	D1 ag	D2 potentiator	D1 antagonist
33	-1	2	2	10
34	-3	3	0	-4
35	-3	0	-24	-8
36	-5	11	-2	-10
37	-8	1	-10	10
38	-5	4	-1	-6
39	-1	4	-21	-8
40	-1	5	-30	4

Compound profiles (already shown):
`CCC(C)N1C(=O)NC(=O)C2(Cc3cc(C)ccc3N(C)C2)C1=O` (stereo unspecified) is entered as TRHR enhancer: -3; D2 antag: -18; RXFP1 antagonist: -13; TRHR agonist: 0.2; D2 agonist: 0.0; D1 PAM: -5; D1 ag: 4; D2 potentiator: -1; D1 antagonist: -6
`O=c1[nH]c(=S)[nH]c(O)c1CN1CCCCC1` is entered as TRHR enhancer: 3; D2 antag: -11; RXFP1 antagonist: .; TRHR agonist: 1.8; D2 agonist: 0.8; D1 PAM: -3; D1 ag: 3; D2 potentiator: 0; D1 antagonist: -4

(cont.)
No.	Compound	TRHR enhancer	D2 antag	RXFP1 antagonist	TRHR agonist	D2 agonist
41	COC(=O)C1=C(c2ccc(OC(F)(F)F)cc2)C[C@@H]2CC[C@H]1N2C(=O)NCCCOC(C)C	-3	.	.	-0.3	.
42	COc1ccccc1-n1c(O)c(C=NCc2ccc3c(c2)OCO3)c(=O)[nH]c1=O	12	0	14	-1.0	-0.2
43	CN(C)CC1CSCCC1(O)c1ccc(C(F)(F)F)cc1 (stereo unspecified)	23	-8	.	0.8	5.1
44	C=CCn1c(O)c(C=NCCN(C)C)c(=O)[nH]c1=O	4	-13	-1	2.4	0.3
45	CC1=Nc2ccccc2/C1=C/c1c(O)n(C)c(=O)[nH]c1=O	-5	0	-7	0.4	-0.3
46	Cc1cc(C)cc(OCCOc2cccc(C=C3C(=O)NC(=O)NC3=O)c2)c1	-15	-1	0	-0.3	-0.9

No.	D1 PAM	D1 ag	D2 potentiator	D1 antagonist
41	-1	1	.	6
42	-3	4	3	-4
43	1	5	-2	7
44	-1	1	1	1
45	8	1	4	-1
46	-4	3	0	12

An excerpt from above, limited to TRHR enhancer and D1 PAM.
No.	Structure	TRHR enhancer	D1 PAM
44	C=CCn1c(O)c(C=NCCN(C)C)c(=O)[nH]c1=O	4	-1
41	COC(=O)C1=C(c2ccc(OC(F)(F)F)cc2)C[C@@H]2CC[C@H]1N2C(=O)NCCCOC(C)C	-3	-1
